IMP-1 inhibitor: inhibitors of Pseudomonas aeruginosa IMP-1 metallo-beta-lactamase. purified IMP-1, nitrocefin hydrolysis, epi-absorbance fluorescence. inhibition, % at 5.6 µM. 0.45% of 290,000 active. AID 1556;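 active = inhibition above the mean plus 3 SD of all compounds in the same screening run, cut at about 4.5% in these data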;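 also: 0% = IMP-1 with DMSO and 100% = DMSO wells lacking enzyme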
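system = purified recombinant IMP-1 beta-lactamase | amount = 0.2 nM IMP-1, as dispensed | medium = HEPES buffer pH 7.1 with ZnSO4 and Brij 35 | times = 25 °C, 15 min preincubation, 25 min reaction | detection = plate fluorescence quenching by hydrolysis product, ex 480/em 530 nm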
CRFBP-R2 block: blocks CRF-induced signaling of the CRF-BP/CRF-R2 complex; 0.59% of 350,000 active; inhibition, % at 11.8 µM; HEK293 CRF-R2/CRF-BP, CRF-induced calcium fluorescence;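 active = inhibition of the ligand-induced calcium signal above about 50% at the single tested concentration, limit read from the data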
VIM-2 inh: inhibitors of Pseudomonas aeruginosa VIM-2 metallo-beta-lactamase; purified VIM-2, nitrocefin hydrolysis, epi-absorbance fluorescence; AID 1527; 0.89% of 290,000 active; inhibition, % at 5.6 µM;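 active = inhibition above the mean of all tested compounds plus 3 SD, cutoff set per screening run, cut at about 7.5% in these data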;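 also: red hydrolysis product quenches plate fluorescence so inhibitors raise well fluorescence; 0% = enzyme with DMSO and 100% = DMSO without enzyme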
SUMO HTRF inh: inhibitors of human SUMOylation (UBC9); P63279; HTRF SUMOylation assay, SAE1/SAE2 + UBC9, in vitro; inhibition, % at 35 µM; 0.36% of 290,000 active; AID 2006; in the data active = inhibition above about 50%, passing the limit was not always enough; inconclusive = no clear call, values can overlap the other calls; also: strong numbers were not always called active
IDE inh: cellular human IDE inhibition | P14735 | HEK cells, FAbetaB cleavage, fluorescence polarization | inhibition, % at 5.59 µM | 0.41% of 320,000 active;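 active = percent inhibition above the average of all tested compounds plus 3 SD, set per screening campaign, cut at about 16% in these data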;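 also: IDE supplied by intact live HEK cells; FP after avidin binding of uncleaved biotin substrate so inhibition keeps polarization high; 0% = DMSO wells and 100% = 60 µM reference IDE inhibitor Ii1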
GalR3 antagonist: antagonists of human GalR3. 0.44% of 360,000 active. inhibition, % at 3 µM. HEK293 GalR3-CNG cAMP membrane potential fluorescence; galR3 body fused to GalR1 C-terminus;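 active = inhibition above the screen-wide average plus 3 SD, cut at about 13% in these data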;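 also: forskolin and galanin both at EC90 stimulate the cells; cAMP rise reported by CNG channel membrane potential dye signal; 0% = forskolin plus galanin with DMSO and 100% = forskolin alone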
NS3 helicase inh: inhibitors of Hepatitis C virus NS3 helicase | inhibition, % at 10.9 µM | NS3 helicase DNA unwinding, Cy5 molecular beacon fluorescence | AID 1800 | 0.56% of 290,000 active;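 active = inhibition above the mean of all tested compounds plus 3 SD, set per campaign, cut at about 35% in these data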;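 also: 0% = DMSO wells and 100% = thioflavine S control wells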
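Material: hepatitis C virus NS3 helicase domain fragment enzyme; measured by: Cy5 fluorescence, 0 and 60 min reads; control set: DMSO and thioflavine S; incubation: 60 min unwinding reaction at 25 °C after ATP addition; read-out basis: % inhibition from 60/0 min fluorescence ratio, DMSO 0%, thioflavine S 100%; repeats: singlicate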
pCIP destab: compounds decreasing mouse p/CIP protein stability | F442A p/CIP-EGFP cells, EGFP fluorescence, 16 h | 0.01% of 290,000 active | decrease of EGFP signal, % at 10 µM;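 active = EGFP signal decrease of at least 30% at 10 µM or well 3 SD below plate mean, unless failing retest; inactive = the rest, including hits failing retest or dose response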; also: some compounds called inactive have numbers as strong as hits; many of its hits are not listed in these tables
IDE act: IDE (human) activation, cell-based; P14735; HEK cells, FAbeta-B cleavage, fluorescence polarization; 0% vehicle, 100% cell-free pure enzyme wells; activation, % at 5.96 µM; 0.073% of 340,000 active;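 active = activation above the mean of all tested compounds plus 3 SD, set per screening campaign, cut at about 17% in these data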
The depositor's hits bear a star; u = inconclusive; x = not tested or not shown.

VIM-2 inh,IDE inh,pCIP destab,NS3 helicase inh,SUMO HTRF inh,IMP-1 inhibitor,GalR3 antagonist,CRFBP-R2 block,IDE act,molecule
-1.0,1,-1,-2,16,-1.6,x,5,0,COCCn1c(C(C)C)nc2sc3ccccc3c(=O)c2c1=O
-3.8,-1,0,-5,10,-5.2,-5,17,-1,CCCCOCC(O)Cn1c(C)nc2ccccc21 (stereo not given)
-1.5,0,-8,5,10,-2.5,-3,-1,8,CCSc1nnc(-c2ccc(Cl)cc2)c2ccccc12
-5.4,3,3,-1,0,-4.2,-3,-9,3,COc1ccc(C2CC(c3ccc(C)cc3)Nc3ncnn32)cc1 (stereo not given)
-2.0,-1,-2,6,-20,-2.9,-4,-4,1,CC(=O)NC(c1ccc(F)cc1)c1cccnc1 (stereo not given)
-2.5,-3,-10,-3,-11,0.2,-1,23,1,COc1ccc(Br)cc1CN(C)CC(=O)Nc1cc([N+](=O)[O-])ccc1OC
-1.0,2,2,-25,-21,-1.1,1,-6,0,COc1ccccc1CCC(=O)N(C)CC(=O)Nc1ccc(Cl)c(C(F)(F)F)c1
4.4,3,-6,24,21,-3.7,-9,31,-1,CCCC1=NN2C(=N)/C(=C\c3ccc(OCCOc4ccc(NC(C)=O)cc4)c(OC)c3)C(=O)N=C2S1
-2.0,14,-6,-3,24,0.6,-5,6,-10,CS(=O)(=O)c1ccc(C(=O)Nc2ccc(-c3nc4ccccc4[nH]3)cc2)cc1
x,2,x,x,x,x,-3,-20,2,CCN(C[C@H]1N[C@@](C)(C(=O)OC)[C@H]2C(=O)N(Cc3ccccc3)C(=O)[C@@H]12)C(=O)Nc1ccc(F)cc1
-2.6,-1,-7,1,1,-0.5,-7,8,1,COc1ccccc1-n1cnc2cc(NCc3ccccn3)ccc21
-3.7,0,10,7,0,-3.4,-2,0,6,Cc1ccccc1Cn1c(=O)n(CCCC(=O)NCc2ccco2)c(=O)c2sccc21
-1.3,-3,5,-7,-9,-1.7,-6,-13,4,Cc1ccc([N+](=O)[O-])cc1NC(=O)CN(C(=O)c1ccccc1Cl)C1CCCCC1
-1.8,2,2,-6,16,-2.5,-4,4,3,COc1c(C)cc(C(=O)C2CCCN(C(=O)c3cc4nc(C)cc(C)n4n3)C2)cc1C (stereo not given)
x,-1,x,x,x,x,-5,10,-2,COc1ccc(OC)c(Nc2cc(C)nc3ccc(C)cc23)c1
x,2,x,x,x,x,-2,-4,1,O=C1CCc2cc(S(=O)(=O)N3CCN(c4ccccc4)CC3)cc3c2N1CCC3
-2.1,10,-5,12,-3,-2.1,-4,-24,2,O=c1cc(-c2ccc(C3CCCCC3)cc2)[nH][nH]1
-3.1,0,0,3,-17,-5.8,-4,22,5,CN(C)c1ccc(N=Nc2ccccc2C(=O)OCC(=O)N2CCCC2)cc1
-1.8,6,-16,1,6,-0.8,-2,19,-1,CC(C)C(NC(=O)OCc1ccccc1)C(=O)O (stereo not given)
-3.5,8,-9,17,18,-2.6,-4,-10,x,O=c1c2cc(-c3ccccc3)sc2nc2n1N=C(c1cccs1)CS2
0.0,1,-25,9,-4,0.8,-4,0,-5,CC(C)C(=O)NCCc1nc2ccccc2n1CCOc1ccccc1
-4.1,-3,-18,9,3,-4.9,-4,-7,1,COc1ccccc1/C=C1\NC(=S)N(CC2CCCO2)C1=O (stereo not given)
-2.8,-4,-2,0,16,-1.8,-5,10,-1,COc1ccc(NC(=O)C2CCCN(S(=O)(=O)c3ccc(C)cc3)C2)cc1OC (stereo not given)
-0.3,-2,-14,-3,16,-1.4,0,-2,-1,O=C(O)c1ccc(/C=N/NC(=O)c2ccc(NS(=O)(=O)c3cccs3)cc2)cc1
-0.9,-3,2,-5,10,-0.5,-4,15,0,O=C(CCC(=O)c1ccc(Br)cc1)Nc1cccnc1
-2.7,-9,-10,-18,2,-1.3,-1,0,0,CCCN(CCC)CCNC(=S)Nc1ccc2nc3n(c(=O)c2c1)CCCCC3
-0.2,-1,2,-3,21,-2.7,-5,13,5,Cc1ccc(S(=O)(=O)/N=C(\c2ccccc2)N(C)S(=O)(=O)c2ccccc2)cc1
x,-1,x,x,x,x,-3,4,3,CN(C(=O)c1ccc(NC(=O)Cc2cccc(NC(=O)C3CCCN(C(=O)C4CCC4)C3)c2)cc1)C1CCCC1 (stereo not given)
1.4,0,0,-1,10,-0.1,-5,6,7,O=C(O)c1ccc(CS(=O)c2cccc(C(F)(F)F)c2)o1 (stereo not given)
x,3,x,x,x,x,3,-1,6,COc1ccc(CN2CCN(C(=O)c3ccccc3F)CC2)c(OC)c1OC
-1.7,-1,-36,-3,-2,-0.1,-3,17,6,CCN(CC)S(=O)(=O)c1ccc(C)c(NC(=O)c2cc(C)oc2C)c1
-2.5,7,-12,6,-8,-0.7,-1,10,0,CCOC(=O)c1c(C)[nH]c(C)c1C(=O)COC(=O)c1c(OC)cccc1OC
-2.4,4,-2,-9,-14,-3.8,-9,-2,4,O=C(c1ccccc1F)N1CCN(Cc2nc3sc4c(c3c(=O)[nH]2)CCCC4)CC1
-2.1,1,0,3,-1,-3.4,-2,2,2,Cc1ccc(C)c(OCc2nnc(SCC(=O)NC(=O)NCc3ccco3)o2)c1
-3.7,1,1,-3,6,-2.7,4,8,7,Cc1c(NC(=O)c2cc(CC(C)C)on2)c(=O)n(-c2ccccc2)n1C
-2.4,-1,3,-2,7,-2.7,-14,14,3,Cc1ccc(CN(Cc2ccccn2)C(=O)Nc2c(F)cccc2F)cc1
-2.0,-5,-18,2,33,-2.9,-5,8,0,Cc1cc(Cl)ccc1OCCCC(=O)NCCCn1ccnc1
0.6,0,-1,1,27,0.1,4,-27,5,COc1cc(NC(=O)CN2C(=O)c3ccccc3C2=O)c(C(=O)O)cc1OC
-2.0,-5,2,-4,-3,-0.3,-9,-69,0,CC1CCN(S(=O)(=O)c2ccc(C(=O)N3CCN(c4ccccc4F)CC3)cc2)CC1
-0.9,6,-9,-5,0,-1.9,-1,6,-3,Cc1ccc(N(C)C(=O)N2CCN(c3ccccn3)CC2)cc1
-7.5,6,-12,43*,37,-6.5,5,-8,x,Oc1c(Br)cc(Cl)cc1C=Nc1ccc(N2CCOCC2)cc1
x,2,x,x,x,x,-1,5,3,COc1ccc(NC(=O)CSc2nc3nc(C)cc(C)c3c(=O)[nH]2)cc1OC
-4.2,-1,-12,-5,11,-3.2,-1,5,1,O=c1cc(COc2ccc(Cl)c(Cl)c2)nc2sccn12
-0.3,2,10,-5,-10,-1.6,-7,9,8,c1ccc(N=P(c2nc3ccccc3o2)(N2CCOCC2)N2CCOCC2)cc1
-2.3,-1,9,8,12,-2.7,-1,-1,-2,O=C(CSc1nc2scc(-c3ccccc3)c2c(=O)[nH]1)NCCc1ccccc1

Full records, looked up by structure. Values in the order: VIM-2 inh	IDE inh	pCIP destab	NS3 helicase inh	SUMO HTRF inh	IMP-1 inhibitor	GalR3 antagonist	CRFBP-R2 block	IDE act
O=C(CSc1nc2scc(-c3ccccc3)c2c(=O)[nH]1)NCCc1ccccc1 in the list: -2.3	-1	9	8	12	-2.7	-1	-1	-2
Cc1ccc(C)c(OCc2nnc(SCC(=O)NC(=O)NCc3ccco3)o2)c1 in the list: -2.1	1	0	3	-1	-3.4	-2	2	2

(next part)
VIM-2 inh,IDE inh,pCIP destab,NS3 helicase inh,SUMO HTRF inh,IMP-1 inhibitor,GalR3 antagonist,CRFBP-R2 block,IDE act,molecule
-2.6,8,-2,-6,3,-3.6,5,9,-2,N#Cc1ccccc1CSc1nc2ccsc2c(=O)n1Cc1ccccn1
x,-5,x,x,x,x,-1,-1,4,COc1ccc(OCCCC(=O)OC(C)C(=O)Nc2ccc(C)cc2)cc1 (stereo not given)
-2.0,2,-11,0,26,-0.9,0,-13,-1,COc1ccc(-c2cc(C(=O)NCCN3CCOCC3)c3ccccc3n2)cc1OC
-1.6,-5,2,-9,-13,-1.9,-6,43,4,COc1ccc(C(=O)CC(Nc2ccc([N+](=O)[O-])cc2)c2ccc(Cl)cc2)cc1 (stereo not given)
1.4,x,3,-11,11,-2.2,-5,-1,-6,Cc1cc(N2CCN(C)CC2)nc2ccc(NC(=S)N3CCCCC3)cc12
x,3,x,x,x,x,-3,-19,3,CCc1nnc(NC(=O)Cc2ccc(S(=O)(=O)N3CCCCC3)cc2)s1
x,2,x,x,x,x,-3,45,7,CCCC(=O)Nc1sc(-c2ccccc2)c(-c2ccccc2)c1C(=O)O
-3.7,3,2,4,-7,-4.1,-4,2,-1,O=C(NCCCn1ccnc1)c1ccccc1Br
2.3,1,-4,6,17,-0.8,-3,2,-6,CCc1cccc(OCCCN2C(=O)NC(C)(C)C2=O)c1
-4.5,-6,11,-3,-4,-2.0,-3,-14,8,CCn1cc(CCC(=O)O)c(C)n1
-4.3,2,8,-4,-10,-0.7,-3,6,0,Cc1cc(C(=O)N/N=C/C=C/c2ccccc2)c(C)o1
-0.2,x,8,6,u,-0.3,-9,17,0,COc1ccc(-c2cc3ccc(OC(C)C(=O)O)cc3oc2=O)cc1 (stereo not given)
-2.0,6,-10,7,6,-2.6,-3,30,2,O=C(NC(=S)N1CCN(c2ccc([N+](=O)[O-])cc2)CC1)c1ccccc1
-2.1,-5,6,-3,1,-2.4,-1,17,2,COc1cccc(N2CCN(c3nc(C)cc(C)c3C#N)CC2)c1
0.8,-1,-12,-4,9,-0.4,-3,11,3,Cc1nn(CC(=O)NCc2cccc3ccccc23)c(=O)c2ccccc12
-1.4,1,6,1,9,-1.6,-4,12,2,O=C(Nc1nccs1)c1ccc(F)c(S(=O)(=O)N2CCOCC2)c1
-5.0,5,-2,6,11,-3.3,4,-1,1,O=C(NC1=NCCS1)c1ccncc1
-0.8,2,-7,-3,8,-3.0,-6,9,2,CC(C)(C)NC(=O)COC(=O)CNC(=O)c1cc(Cl)cc([N+](=O)[O-])c1

Source: PubChem (several laboratories)
